CR mimetic SO = caloric restriction mimetics inhibiting age-related superoxide in yeast | S. cerevisiae aged cells, superoxide DHE fluorescence; hits give low values | superoxide response (% of plate mean), % at 10 µM | actives 0.18% (n = 330,000) | AID 2690;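 active = superoxide response under a set limit, about three screen SD below normal, cut at about 65% in these data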;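 note: yeast aged for seven days with compound at 30 °C before DHE staining; 100% = average MFI of all compound-treated wells on the plate with controls excluded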
GRK2 aptamer HTS = inhibitors of human GRK2 displacing RNA aptamer. P25098. bead flow cytometry, FAM-aptamer displacement from GRK2. inhibition of aptamer binding, % at 10 µM. actives 0.59% (n = 330,000);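 active = inhibition of aptamer binding above 40%, roughly 3 SD of noise, on plates passing a quality check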;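 note: median bead fluorescence of bound FAM aptamer so fluorescent compounds give negative values; no value below 0 was filed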
Target sequence (P25098 whole entry, looked up): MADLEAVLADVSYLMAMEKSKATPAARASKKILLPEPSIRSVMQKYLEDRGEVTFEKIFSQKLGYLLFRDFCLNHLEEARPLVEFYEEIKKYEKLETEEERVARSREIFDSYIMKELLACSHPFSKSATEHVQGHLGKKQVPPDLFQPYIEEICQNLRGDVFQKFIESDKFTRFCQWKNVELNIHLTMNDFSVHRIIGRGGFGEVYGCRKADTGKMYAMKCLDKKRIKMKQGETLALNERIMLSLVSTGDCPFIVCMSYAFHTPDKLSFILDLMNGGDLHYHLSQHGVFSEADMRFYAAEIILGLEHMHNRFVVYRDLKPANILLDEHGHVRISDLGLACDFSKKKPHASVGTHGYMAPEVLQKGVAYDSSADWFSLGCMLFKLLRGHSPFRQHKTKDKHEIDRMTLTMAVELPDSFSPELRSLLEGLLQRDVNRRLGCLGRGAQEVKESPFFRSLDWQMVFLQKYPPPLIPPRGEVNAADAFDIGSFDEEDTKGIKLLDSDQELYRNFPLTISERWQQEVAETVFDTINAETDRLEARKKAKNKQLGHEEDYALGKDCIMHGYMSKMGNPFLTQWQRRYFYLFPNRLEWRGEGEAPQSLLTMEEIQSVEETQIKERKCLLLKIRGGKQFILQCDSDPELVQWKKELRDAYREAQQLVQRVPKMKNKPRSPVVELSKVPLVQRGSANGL
CIT2-GFP yeast = modulators of TOR pathway CIT2-GFP in S. cerevisiae; S. cerevisiae CIT2-GFP strain, flow cytometry, 3 h; 100 means same as DMSO wells; GFP response vs DMSO, % at 10 µM; actives 0.065% (n = 320,000); AID 2029;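 active = GFP response relative to DMSO above a set limit, near the screen mean plus 3 SD, cut at about 150% in these data; inconclusive = Fewer than 70 cells measured for a yeast strain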;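 note: ratio of well median GFP fluorescence to mean of DMSO wells on the plate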
MEP2-GFP yeast = alters MEP2-GFP fluorescence in TOR pathway yeast screen; S. cerevisiae MEP2-GFP strain, flow cytometry GFP, 3 h; 100% = DMSO control level; GFP response vs DMSO, % at 10 µM; actives 0.51% (n = 330,000); AID 2016;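 active = GFP response versus DMSO above a set limit, roughly screen mean plus 3 SD, cut at about 180% in these data; inconclusive = fewer than 70 cells counted for a yeast strain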;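 note: median GFP fluorescence of the barcode-gated MEP2-GFP cells per well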
VLA-4 inh = inhibition in a human VLA-4 binding assay; inhibition, % (about 7 µM as worked out from the volumes in the protocol); actives 0.2% (n = 330,000); AID 2557; VLA-4 expressing cells, ligand binding flow cytometry; in the data active = inhibition above about 50%
LAP4 TOR yeast = modulators of TOR pathway LAP4-GFP in S. cerevisiae. S. cerevisiae LAP4-GFP multiplex, flow cytometry GFP, 3 h; median GFP as percent of DMSO wells. GFP response vs DMSO, % at 10 µM. actives 0.34% (n = 320,000). AID 2023;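 active = GFP response vs DMSO above a set limit, about the screen mean plus 3 SD, cut at about 150% in these data; inconclusive = under 70 cell events counted for the yeast strain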
AGP1-GFP MLPCN = yeast TOR pathway AGP1-GFP modulation; S. cerevisiae AGP1-GFP multiplex flow cytometry, 3 h; GFP as percent of DMSO wells; GFP response vs DMSO, % at 10 µM; actives 0.02% (n = 320,000);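 active = GFP response relative to DMSO above a set limit, near screen average plus 3 SD, cut at about 150% in these data; inconclusive = fewer than 70 cells counted for the yeast strain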;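 note: median GFP channel fluorescence of the gated AGP1 strain per well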
RPL19A-GFP yeast = alters RPL19A-GFP fluorescence in TOR pathway yeast screen; S. cerevisiae RPL19A-GFP strain, flow cytometry, 3 h; hits give low values; percent response vs DMSO, % at 10 µM; actives 0.3% (n = 330,000);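 active = percent response vs DMSO below 50%; inconclusive = fewer than 70 events counted for the yeast strain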;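 note: median channel GFP fluorescence of the barcoded RPL19A-GFP strain; ratio of sample median GFP to plate DMSO average so 100% = DMSO; lower means less RPL19A-GFP as with rapamycin TOR inhibition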
Starred values were filed as active, the others as inactive; ? = inconclusive; . = not tested or not shown; [ ] = another dose, or the depositor's remark.

Compound	CR mimetic SO	GRK2 aptamer HTS	CIT2-GFP yeast	MEP2-GFP yeast	VLA-4 inh	LAP4 TOR yeast	AGP1-GFP MLPCN	RPL19A-GFP yeast
CC1C(=O)C(C)C(c2ccccc2F)NC1c1ccccc1F (stereo not drawn)	98	2	101	106	5	99	97	101
COc1ccc(C(=O)COC(=O)c2ccc3ccccc3n2)cc1	112	2	107	105	4	103	95	106
CCC(C)NC(=O)CNC(=O)c1nn(-c2ccc(OC)cc2)c(=O)c2ccccc12 (stereo not drawn)	102	44*	102	105	4	104	98	97
c1csc(C2=Nn3c(nnc3-c3ccncc3)SC2)c1	92	0	99	100	4	100	98	93
Cc1cc(C)c(S(=O)(=O)c2cc(F)ccc2C)c(=O)[nH]1	93	0	114	118	12	102	110	113
O=C(Cc1ccccc1)Nc1ccc(C(=O)Nc2ccc(O)cc2)cc1	87	6	87	100	13	66	88	106
CCC(=O)NC(NC(=S)Nc1c(C)n(C)n(-c2ccccc2)c1=O)C(Cl)(Cl)Cl (stereo not drawn)	85	0	94	103	0	94	98	100
CCN(CC)c1nc2n(c(=O)n1)CCN2CC	95	0	96	97	12	100	97	95
O=[N+]([O-])c1ccc(OCCO)c(P(=O)(c2ccccc2)c2ccccc2)c1	118	0	105	112	0	102	100	95
CCN1CCc2c(sc(NC(=O)c3ccc(S(=O)(=O)N(CC)c4ccccc4)cc3)c2C(N)=O)C1	103	0	114[may fluoresce green]	145[may fluoresce green]	-39	115[may fluoresce green]	95[may fluoresce green]	99[may fluoresce green]
COc1cc(CCCN2C(N)=NC[C@@H]2Cc2ccccc2)cc(OC)c1OC	105	0	89	89	35	130	84	88
CC(C)(C)c1ccc(OC(=O)c2ccc(-n3cncn3)nc2)cc1	101	1	101	97	2	117	107	96
Cc1cc(C(=O)N/N=C/C=C/c2ccc(Br)cc2)n[nH]1	86	1	94	100	11	71	94	112
Cc1ccc(C(=O)O/N=C(\N)c2nonc2N)cc1	93	1	99	103	-22	103	97	102
CCOc1ccc(OCCC(=O)OCC(=O)NC2CCCCC2)cc1	89	0	.	113	7	85	99	113
Cc1ccccc1-c1noc(CNC(=O)COc2ccccc2)n1	134	0	110	110	5	86	?	115
O=C(Nc1ccccc1)c1cccc(Cn2cc(C(F)(F)F)ccc2=O)c1	98	2	90	90	2	108	100	96
CC12CCC(C(=O)NCc3ccccc3Cl)(OC1=O)C2(C)C (stereo not drawn)	101	11	97	93	8	88	97	95
Cn1nccc1NC(=O)Nc1ccccc1	94	0	101	94	2	98	105	92
CN(C(=O)c1ccccc1C(=O)OCC(=O)c1ccccc1)c1ccccc1	83	75*	91	101	-41	93	102	95
C=CCNC(=S)Nc1cccc(N)c1	98	0	92	92	11	109	96	85
O=C1NC2(CCCc3ccccc32)C(=O)N1CCOc1ccc(Br)cc1 (stereo not drawn)	87	0	111	108	11	108	112	112
CN(C)CCNC(=O)C(=O)Nc1cc2c3c(c1)CCN3C(=O)CC2	107	2	96	101	11	97	98	99
O=C(NCc1n[nH]c(=S)n1-c1ccccc1)c1cccs1	101	0	88	98	8	101	99	98
CCOc1ccccc1NC(=O)CN(c1ccc(C)cc1)S(=O)(=O)c1c(C)noc1C	104	1	92	98	20	106	101	105
CCCCNC(=O)c1c(CSc2ccccc2)noc1C(=O)NCc1ccccc1	94	0	87	91	-15	88	90	90
CCc1ccc(NC(=O)CCCN2C(=S)NC(C)(C)CC2C)cc1 (stereo not drawn)	91	0	92	88	15	101	99	91
CC(C)C(C)(C#N)NC(=O)CSc1nnc(-c2ccncc2)n1Cc1ccccc1 (stereo not drawn)	81	0	94	105	1	100	101	99
CCN1CCN(Cc2ccc(NC(=O)c3ccc(C)c(NC(=O)c4csc(-c5ccncc5)n4)c3)cc2C(F)(F)F)CC1	112	0	91	93	8	127	84	97
Cn1c(=O)n(C)c2cc(S(=O)(=O)O)ccc21	114	4	100	102	-1	97	102	100
Cc1cc(C(=O)COC(=O)c2ccc[nH]c2=O)c(C)n1-c1ccc(Br)cc1	90	0	82	99	-6	118	90	92
Cc1onc(-c2ccccc2)c1C(=O)N/N=C/c1cc2c(cc1Br)OCO2	86	4	97	108	4	98	106	105
Cc1ccc(NC(=O)CSc2nnc(-c3cccnc3)s2)cc1	87	0	107	105	5	103	99	102
O=C1C=C(c2cnc3ccccc3c2)C[C@@H](c2ccc3c(c2)OCO3)C1	108	0	96	89	11	85	68	93
CC(=O)N1CCN(S(=O)(=O)c2cccc(C(=O)Nc3ccc(C)cn3)c2)CC1	104	0	97	114	20	107	104	101
COc1ccc(S(=O)(=O)NCCC(=O)NC2CCCCC2C)cc1[N+](=O)[O-] (stereo not drawn)	111	8	105	95	16	90	100	99
CCCOc1ccc(C2c3c(oc4ccccc4c3=O)C(=O)N2CCN(CC)CC)cc1OC (stereo not drawn)	99	0	91	96	3	95	91	98
C[C@@H](C(=O)NCc1ccccn1)[C@@H]1C[C@@]1(C)[C@@H](NC(=O)OCc1ccccc1)c1ccccc1	111	0	117	94	3	128	92	97
COc1cccc(C(=O)COc2ccc3c(C)c(Cc4ccccc4)c(=O)oc3c2)c1	102	3	108	108	5	85	91	105
O=C(CN1C(=O)NC2(CCCCC2)C1=O)Nc1ccc(F)cc1	99	2	98	95	4	93	101	93
COc1cccc(-c2ncc3ccccc3c2COC(=O)CCCC(=O)O)c1	86	2	117	103	12	117	111	112
CCOc1ccc(N(CC(=O)N2CCOCC2)S(=O)(=O)c2ccc(Cl)cc2)cc1	96	0	103	111	5	104	97	96
COc1ccc(C2=NOC(C(=O)NC3CCCCC3)C2)cc1OC (stereo not drawn)	93	0	105	107	7	108	106	104
CCC(=O)N1CCc2cc(S(=O)(=O)CCC(=O)Nc3ccc(C(C)=O)cc3)ccc21	86	0	110	108	26	98	106	104
CC(=O)NC(CC(=O)OCC(=O)N1c2ccccc2NC(=O)C1(C)C)c1ccccc1 (stereo not drawn)	91	2	107	111	6	109	114	111
COCCNC(=O)C1=NOC(Cn2cc(C#N)c(=O)n(C)c2=O)C1 (stereo not drawn)	89	1	90	93	0	91	91	87
CNC(=O)c1[nH]cnc1C(=O)Nc1ccc(F)cc1	98	89*	103	108	1	99	102	102
CC(C)C(=O)NC(=S)Nc1ccc(S(=O)(=O)N(C)Cc2ccccc2)cc1	91	0	99	98	-6	106	100	99
COc1ccc(-c2nn(-c3ccccc3)cc2/C=N/Nc2ccccn2)cc1OC	95	0	93	100	17	96	92	93
COc1ccc(-c2cccc(C(=O)NCC(=O)O)c2)cc1	90	0	100	108	-3	99	98	105

Remaining list, next part.
Compound	CR mimetic SO	GRK2 aptamer HTS	CIT2-GFP yeast	MEP2-GFP yeast	VLA-4 inh	LAP4 TOR yeast	AGP1-GFP MLPCN	RPL19A-GFP yeast
COC(=O)c1cccc(S(=O)(=O)N(Cc2ccco2)Cc2cc3ccc(OC)cc3[nH]c2=O)c1	115	3	105	110	8	100	112	102
Cc1cc(N2C(=O)CCC2=O)n(-c2ccccc2)n1	102	0	.	98	12	88	99	97
O=C(Cn1c(=O)oc2cc(S(=O)(=O)N3CCCC3)ccc21)Nc1ccc(C(F)(F)F)cc1	112	0	100	110	7	106	101	100
CCN(CC)C(=O)C1CCCN(C/C(C)=C/c2ccccc2)C1 (stereo not drawn)	112	1	98	101	10	97	100	101
CC1=C(C)CC(C(=O)NCC(=O)c2ccccc2)C(C(=O)O)C1 (stereo not drawn)	95	2	100	103	9	110	109	105
Cn1cccc1/C=C1\SC(=Nc2ccccc2)NC1=O	93	0	94	98	4	115	107	99
COc1cccc(C2CC(c3cccs3)=NN2C(=S)Nc2ccccc2)c1OC (stereo not drawn)	85	3	99	108	-6	98	94	98
O=C(NNC(=S)Nc1ccc(Br)cc1Cl)c1ccncc1	99	4	104	110	21	103	106	103
CC(C)(C)NC(=O)Cn1c(=O)oc2ccc(Cl)cc21	109	1	97	99	55*	105	95	101
Cc1cc(N)ccc1NC(=O)CN1CCCC1	64*	1	95	97	37	100	103	102
CCOC(=O)c1oc2ccc(CNCCO)c(Cl)c2c1C	101	0	107	103	7	99	112	109
CCOC(=O)N1CCC(N(CCN(C)C)C(=S)Nc2cccc(C)c2)CC1	110	10	98	97	18	88	92	98
Cc1cccc(Nc2sc(C(=O)c3cc4cc(Cl)ccc4o3)c(N)c2C#N)c1	107	0	103	108	19	101	98	105
O=C1COc2ccccc2N1Cc1c(F)cccc1Cl	85	3	102	109	12	101	105	101
COc1ccc(S(=O)(=O)N2CCCOC2CNC(=O)C(=O)NCCCN2CCOCC2)cc1C (stereo not drawn)	94	0	97	90	-4	89	97	102
Nn1c(SCC(=O)Nc2cc(S(=O)(=O)N3CCOCC3)ccc2Cl)nnc1-c1cccnc1	95	0	120	107	5	106	115	100
CNS(=O)(=O)c1cc(NC(=O)c2cncn2-c2ccccc2)ccc1C	105	0	97	94	-3	90	92	95
Cc1cc(=O)oc2c(C)c(OCC(=O)N3CCC(C(=O)O)CC3)ccc12	139	0	88	98	4	100	95	98
CCN(CC)c1ccc(NC(=S)NC(=O)C2CCC2)cc1	99	0	103	95	8	105	110	95
CC(C)CCn1c(=O)c2ccccc2n2c(CN3CCOCC3)nnc12	102	0	110	107	2	104	105	114

Screens as filed in PubChem BioAssay.
